# High-throughput results from PubChem.
# ADAM10 inh – inhibits human ADAM10; recombinant ADAM10, EDANS/DABCYL FRET peptide cleavage, 3 h; inhibition, % at 7 µM; 370,000 tested, 0.62% active;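 active = inhibition above a per-campaign cutoff equal to the mean of compounds falling between control-based bounds plus 3 SD, cut at about 20% in these data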;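 also: 0% = DMSO wells while the 100% control is not disclosed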
# ARFGAP1 inhibitor – rat ARFGAP1 inhibition | Q62848 | Arfgap1-stimulated ARF1 GTP hydrolysis, GDP FP detection | inhibition, % at 16.5 µM | 360,000 tested, 0.26% active | AID 651572;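 active = inhibition above a per-plate limit, mean inhibition of low control wells plus 3 SD, cut at about 25% in these data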;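 also: 0% = DMSO wells with enzyme and 100% = wells lacking Arfgap1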
#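 Material: rat Arfgap1 catalytic domain, aa 1-136; also added: human ARF1(Δ1-17)-GTP substrate; compound dosing: one concentration, 16.5 µM, DMSO 1.26%; incubation: GTP hydrolysis reaction 2 h at 25 °C; measured by: Tracer-displacement fluorescence polarization with EDTA stop, 620/688 nm; evaluation: % inhibition from polarization; repeats: one replicate per compound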
# ASAP1 GAP inh – ASAP1 ArfGAP inhibition; AID 624377; ASAP1-stimulated ARF1 GTP hydrolysis, GDP FP detection; inhibition, % at 16.5 µM; 360,000 tested, 0.19% active; in the data active = inhibition above about 25%;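 also: 0% = vehicle with enzyme and substrate and 100% = no enzyme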
# ADAM17 inh – ADAM17 inhibition, QFRET primary screen. 370,000 tested, 0.83% active. inhibition, % at 6.95 µM. P78536. AID 720648. recombinant ADAM17, EDANS/DABCYL FRET peptide cleavage;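 active = inhibition above the mean of compounds lying between control limits plus 3 SD, set per campaign, cut at about 8.5% in these data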;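 also: 0% = DMSO-only wells as the low control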
# Tn7 DDE FP – DD(E)-Tn7 binding inhibition, primary FP screen. P02675. FP displacement of FITC-Tn7 peptide from fibrin DD(E); 0% = median of compound wells per plate. AID 720508. inhibition, % at 8.3 µM. 370,000 tested, 0.13% active;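 active = inhibition above the mean of compounds falling within the control limits plus 3 SD of them, cut at about 14% in these data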;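 also: 0% = plate median of compound wells and 100% = 10 µM Aha-Tn7 peptide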
#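 Assay system: Fibrin-DD(E) protein isolated from polymerized human fibrin clots; read-out basis: percent inhibition; medium: Tris/NaCl/CaCl2 buffer, pH 7.8; signal: FP measurement; incubation: 10 min plus 3 h, room temperature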
# PLCg1 inh – blocks human PLC-gamma1 enzyme activity | P19174 | purified PLC-gamma1, fluorogenic substrate, fluorescence | inhibition, % at 12.2 µM | 370,000 tested, 0.84% active | AID 720700; in the data active = inhibition above about 9.5%
# Target sequence (P19174 whole entry, looked up): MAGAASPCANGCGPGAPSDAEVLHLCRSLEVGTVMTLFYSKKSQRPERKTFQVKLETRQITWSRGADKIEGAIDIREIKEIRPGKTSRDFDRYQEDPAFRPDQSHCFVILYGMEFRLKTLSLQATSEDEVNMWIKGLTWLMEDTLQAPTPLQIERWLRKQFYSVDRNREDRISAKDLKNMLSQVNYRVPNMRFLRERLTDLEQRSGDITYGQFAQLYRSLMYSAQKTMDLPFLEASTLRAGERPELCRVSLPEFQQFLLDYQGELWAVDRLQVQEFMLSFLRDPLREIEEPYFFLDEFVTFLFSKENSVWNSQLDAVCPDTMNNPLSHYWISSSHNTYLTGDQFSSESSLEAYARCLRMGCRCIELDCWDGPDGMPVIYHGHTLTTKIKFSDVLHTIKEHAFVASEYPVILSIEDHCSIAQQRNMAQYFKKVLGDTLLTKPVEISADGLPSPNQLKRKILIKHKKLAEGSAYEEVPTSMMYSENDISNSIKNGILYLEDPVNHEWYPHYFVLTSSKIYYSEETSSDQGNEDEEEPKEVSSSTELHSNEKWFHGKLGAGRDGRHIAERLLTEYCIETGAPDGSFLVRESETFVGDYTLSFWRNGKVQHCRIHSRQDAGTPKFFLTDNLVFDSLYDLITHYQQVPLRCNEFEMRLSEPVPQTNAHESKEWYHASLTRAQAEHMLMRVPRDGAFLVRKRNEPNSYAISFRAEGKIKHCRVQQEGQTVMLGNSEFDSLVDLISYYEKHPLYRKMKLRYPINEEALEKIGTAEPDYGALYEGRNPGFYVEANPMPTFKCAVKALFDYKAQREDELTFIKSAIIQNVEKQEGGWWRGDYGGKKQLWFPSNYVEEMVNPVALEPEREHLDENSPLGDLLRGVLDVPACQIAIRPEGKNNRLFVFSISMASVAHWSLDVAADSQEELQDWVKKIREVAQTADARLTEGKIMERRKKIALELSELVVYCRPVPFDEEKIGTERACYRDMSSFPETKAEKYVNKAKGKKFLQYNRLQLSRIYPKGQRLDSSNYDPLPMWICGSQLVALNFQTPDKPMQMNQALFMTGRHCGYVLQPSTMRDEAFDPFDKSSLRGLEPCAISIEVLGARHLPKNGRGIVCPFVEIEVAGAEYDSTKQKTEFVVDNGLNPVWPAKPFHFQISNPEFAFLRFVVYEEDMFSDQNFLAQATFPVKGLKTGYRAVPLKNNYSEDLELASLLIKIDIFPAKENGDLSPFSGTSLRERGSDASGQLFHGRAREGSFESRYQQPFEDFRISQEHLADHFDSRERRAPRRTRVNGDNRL
# TDP2 absorb – blocks human TDP2 phosphodiesterase activity | O95551 | 370,000 tested, 0.34% active | recombinant TDP2, T5PNP hydrolysis, p-nitrophenol absorbance 415 nm | inhibition, % at 12.8 µM | AID 720702;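 active = inhibition above the mean of all tested compounds plus 3 SD, set per campaign, cut at about 25% in these data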;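 also: 0% = DMSO with enzyme and 100% = buffer with substrate but no TDP2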
#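 Test system: human TDP2 enzyme; Input: 120 nM TDP2 per well; Buffer or medium: Mg2+-containing Tris-HCl buffer, pH 7.5; Reagent: 5 mM T5PNP; Dosing: 12.8 µM single point, 1% DMSO; Incubation: reaction 2 h, 37 °C; Detection: p-Nitrophenol epi absorbance; Read-out: % inhibition relative to enzyme-containing and enzyme-free wells; Replicates: single well per compound.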
# proKLK7 act – activators of human kallikrein-7 zymogen | P49862 | 370,000 tested, 0.9% active | activation, % at 7 µM | purified proKLK7, EDANS-DABCYL substrate fluorescence; 100% is mature enzyme control, 0% vehicle;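 active = activation above the mean of all tested compounds plus 3 SD, computed per campaign excluding outliers beyond control limits, cut at about 13% in these data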
# Tn6 DDE FP – DD(E)-Tn6 binding inhibition, primary FP screen; P02675; Fibrin DD(E) TRITC-Tn6 fluorescence polarization displacement; inhibition, % at 8.3 µM; 370,000 tested, 0.21% active;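 active = inhibition above a per-campaign cutoff: mean of compounds within control limits plus 3 SD, cut at about 15% in these data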;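 also: 0% = median of all compound wells on the plate and 100% = blocking peptide control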
# LEDGF integ inh – blocks HIV-1 LEDGF/p75-dependent DNA integration. 370,000 tested, 0.64% active. TR-FRET IN-LEDGF/p75 DNA integration, Eu/Cy5. inhibition, % at 3.7 µM;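 active = inhibition above the screen-wide mean plus 3 SD, cut at about 13% in these data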;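 also: signal is the Cy5 over europium emission ratio at 671 and 618 nm; 0% = plate median of compound wells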
# Active calls of the source: *; i = inactive; nt = not tested or not shown.
# Start of the listing, in advance (3 entries):
SMILES,ADAM10 inh,ARFGAP1 inhibitor,ASAP1 GAP inh,ADAM17 inh,Tn7 DDE FP,PLCg1 inh,TDP2 absorb,proKLK7 act,Tn6 DDE FP,LEDGF integ inh
Cc1cc(NC(=O)CCC(=O)N(Cc2ccco2)C2(C(=O)NC3CCCC3)CCCCC2C)no1 (stereo unspecified),-1,-4,-2,2,2,4,-5,-0.3,3,-5
CCN1C(=O)[C@H]2[C@@H](c3ccc(C)cc3)N[C@]3(CCCN(Cc4ccco4)C3=O)[C@H]2C1=O,-14,-3,0,-6,0,-1,12,-0.2,1,2
CC1CCN(C(=O)COC(=O)C2CCN(S(=O)(=O)c3c(Cl)cccc3Cl)CC2)CC1,-10,1,2,-3,-7,4,0,-0.8,-1,-1

# The listing (from the top)
SMILES,ADAM10 inh,ARFGAP1 inhibitor,ASAP1 GAP inh,ADAM17 inh,Tn7 DDE FP,PLCg1 inh,TDP2 absorb,proKLK7 act,Tn6 DDE FP,LEDGF integ inh
Cc1cc(NC(=O)CCC(=O)N(Cc2ccco2)C2(C(=O)NC3CCCC3)CCCCC2C)no1 (stereo unspecified),-1,-4,-2,2,2,4,-5,-0.3,3,-5
CCN1C(=O)[C@H]2[C@@H](c3ccc(C)cc3)N[C@]3(CCCN(Cc4ccco4)C3=O)[C@H]2C1=O,-14,-3,0,-6,0,-1,12,-0.2,1,2
CC1CCN(C(=O)COC(=O)C2CCN(S(=O)(=O)c3c(Cl)cccc3Cl)CC2)CC1,-10,1,2,-3,-7,4,0,-0.8,-1,-1
CSc1oc(-c2ccccc2)nc1S(=O)(=O)c1ccc(C)cc1,-10,4,6,-6,0,-4,-3,0.0,-2,0
Cn1c(-c2cnn(-c3ccccc3)c2N)n[nH]c1=S,0,5,7,0,-7,-1,2,-0.4,4,1
O=C(/C=C/Nc1cccc(C(F)(F)F)c1)c1ccco1,-9,5,1,-3,1,-14,-5,0.4,-11,-3
OCCCn1c(C2CCCN2c2nc(-c3ccc(Cl)cc3)cs2)nc2cc(Cl)c(N3CCCCC3)cc21 (stereo unspecified),-4,0,-6,-3,1,-3,-2,-0.2,-2,0
CC(=O)N1CCN2C(=O)C1CCCC(=O)c1cc(C)ccc12 (stereo unspecified),-6,-2,-7,-6,3,-4,6,2.5,-3,-4
COc1ccc(-n2nc(C(=O)NCC(=O)NC3CCCCC3)c3ccccc3c2=O)c(OC)c1,4,14,15,-1,4,-3,-8,0.4,2,2
CCOc1ccccc1-c1nc(-c2cc3ccc(C)cc3[nH]c2=O)no1,-118,15,15,-28,1,-8,-7,-0.2,0,4
CCCCCCCCC(=O)N/N=C(\C)c1ccco1,4,-3,8,1,-8,-3,0,0.5,7,0
O=C(O)CSCC(=O)Nc1ccccn1,-23,-14,-7,-13,-3,-13,6,-0.9,0,2
COC(=O)C[C@H]1CC[C@H](NC(=O)Nc2ccccc2)[C@@H](CO)O1,-2,-5,0,-2,-3,-2,0,-0.1,4,-1
CC1(C)Cc2c(c(-c3ccccc3)nc(N3CCCC3)c2C(N)=O)CO1,-12,-6,6,-7,5,-20,5,0.7,5,-2
Nc1[nH]c(C(=O)c2ccccc2)c(-c2ccccc2[N+](=O)[O-])c1C(=O)NCCc1c[nH]c2ccccc12,25*,16,13,12*,-1,-7,0,0.4,-4,0
NNC(=O)Nc1cccc(C(F)(F)F)c1,-4,14,-6,-2,-3,-2,-2,0.9,-5,-3
COc1ccc(C(CNC(=O)c2ccc(S(=O)(=O)N(C)C)cc2)N2CCCC2)cc1 (stereo unspecified),0,3,5,-1,-4,0,-3,-0.3,-1,7
O=C(Nc1cccc(F)c1)OCCCN1CCC2(CCC(c3ccccc3)CC2)C1 (stereo unspecified),-2,nt,nt,-1,-7,3,-2,-0.5,-4,0
COc1cc(C2C(C(=O)c3cccs3)=C(O)C(=O)N2CCN2CCOCC2)cc(OC)c1OC (stereo unspecified),-3,0,2,-1,2,-2,3,0.4,3,-1
C/C(=N/NC(=O)c1sc(NS(=O)(=O)c2ccc(C)cc2)nc1C)c1sc(N)nc1C,-2,-7,-8,-3,7,-17,10,0.3,3,-3
CCN(C)C1CN(Cc2cn(CCCOC)nn2)S(=O)(=O)C1 (stereo unspecified),-8,12,7,0,5,4,3,0.3,6,0
CC12CCC(C(=O)NCCCN3CCOCC3)(OC1=O)C2(C)C (stereo unspecified),-2,3,-3,1,1,0,3,-0.2,-3,-2
Cc1ccc(C(=O)CCC(=O)OCc2nnc(-c3ccccc3)o2)cc1,-4,-2,-24,-2,13,-2,5,-0.7,0,1
C[C@H](CO)N1C[C@H](C)[C@@H](CN(C)S(=O)(=O)c2cccs2)Oc2ccc(NC(=O)c3ccncc3)cc2C1=O,0,17,10,0,-3,0,-2,-0.8,3,0
COC(=O)c1c(C(=O)OC)c(-c2ccc(F)cc2)n2c1CS(=O)C2 (stereo unspecified),-1,18,5,-5,-1,4,3,0.0,1,-2
NC(=O)C1CCN(C(=O)c2cc(S(=O)(=O)N3CCOCC3)c(Cl)cc2Cl)CC1,5,2,11,-1,-6,1,6,-0.1,6,2
CCc1nc2ccc(C(=O)Nc3ccc(Cl)c(Cl)c3)cn2c1N(C)Cc1ccc(OC)cc1,13,6,11,5,7,-13,7,-1.8,-11,1
Cn1c(=NC(=O)c2cccc([N+](=O)[O-])c2)sc2ccccc21,0,-4,-5,0,1,2,-10,0.1,-3,7
Cc1cccc2nc(Cn3c(=O)n(CCC(=O)NCc4ccco4)c(=O)c4ccccc43)cc(=O)n12,-4,0,-1,-2,-2,1,1,0.4,0,0
O=C(NCCCn1ccnc1)c1sc2cccc(F)c2c1Cl,-14,-5,0,1,-1,-8,-15,-0.8,6,3
COc1ccc(CSc2nnnn2Cc2ccccc2)cc1OC,7,14,8,1,10,3,-7,-0.1,6,2
COC(=O)c1c(-c2ccc(S(C)(=O)=O)cc2)sc2ccc(OC)cc12,-13,9,11,1,8,-35,-6,-0.9,10,-3
COc1ccc(CNC(=O)COc2cccnc2[N+](=O)[O-])cc1,-3,8,2,-5,-1,-2,4,0.2,8,-5
COC(=O)[C@]12C[C@H](CC(=O)N3CCN(C(=O)C4CC4)CC3)C(=O)N(Cc3ccc4c(c3)OCO4)C1=C[C@H](C(C)(C)C)O[C@@H]2C,0,11,0,-1,-5,2,-1,0.1,1,-5
COC(=O)C1CCN(C(=O)/C=C/c2ccccc2)CC1,-10,-2,2,-4,6,3,-5,-0.2,-1,1
CC1(Cc2ccc(C(F)(F)F)o2)C(=O)Nc2ccc(-c3cccc(C(F)(F)F)c3)cc21 (stereo unspecified),28*,2,2,17*,-3,3,-7,0.6,7,-1
COc1cc2c(cc1OC)CN(C(=O)c1sccc1C)CC2,-3,-9,-27,-3,-5,0,14,-0.3,0,2
Cc1ccc(-c2nc(N)n(C(=O)c3ccco3)n2)cc1,-6,12,13,-1,-6,4,-9,0.3,-9,-3
CC(C)C1OC(CCc2ccccc2)Cc2[nH][nH]c(=O)c21 (stereo unspecified),3,-3,-8,2,-4,0,-15,0.1,-3,8
COC(=O)c1sc(-c2ccc(Cl)cc2)cc1NC(=O)c1ccccc1C(=O)O,-38,-8,-18,-19,-7,-46,-7,-0.1,6,6
O=C(CCCC(=O)N1CCN(c2ccccc2F)CC1)c1ccccc1,0,0,7,0,-4,2,-14,-0.2,-10,2
COC(=O)C1=CN(c2ccccc2OC)C(N)=C(C#N)C1c1cccc([N+](=O)[O-])c1 (stereo unspecified),-93,-3,18,-30,4,-31,4,3.0,0,-5
COC(=O)c1[nH]c2c(c1C)C(=O)CC(c1cc(OC)ccc1OC)C2 (stereo unspecified),-2,2,3,-3,-1,9,-1,-0.3,-5,2
COc1ccc(C(=O)NNC(=O)OC(C)(C)C)cc1,-2,-2,10,-2,-2,5,-2,0.6,-2,2
COCCn1c(CN2CCN(c3ccccc3)CC2)nc2c1c(=O)n(C)c(=O)n2C,2,3,3,-10,6,1,-3,-0.4,-3,-3
C[C@H]1COc2cccc(N3CCCC3)c2S(=O)(=O)N1,-8,13,-11,-2,0,1,-6,0.2,2,4
CCN(Cc1cn(CC2CCCCC2)nn1)S(=O)(=O)c1ccccc1Br,5,nt,nt,1,-6,0,-10,0.3,7,5
COc1ccc2[nH]c3c(N4CC(C)OC(C)C4)ncnc3c2c1 (stereo unspecified),i,1,-12,-197,-1,i,6,7.6,1,0
Cc1ccc2ncnc(Nc3ccc(C)c(C)c3)c2c1,-10,3,0,-4,-5,-48,-8,0.5,-5,-3
CC(O)c1nc2ccccc2n1C/C=C/c1ccccc1 (stereo unspecified),2,-3,-3,-2,0,-2,12,-0.2,1,0
CC(C)Oc1ccc(S(=O)(=O)N(C(C)C)C(C)C)cn1,6,-1,-1,2,-17,4,-2,1.5,4,1
N#Cc1ccccc1CSC1=NCCS1,-9,9,-7,-2,-5,-3,-5,-0.2,-5,1
CC1CCC/C(=C\c2ccc(O)cc2)C1=O (stereo unspecified),1,5,8,7,-1,8,-2,0.4,3,1
C=CCN1C(=O)[C@H](CC(=O)NCCCC)[C@@]2(C(=O)OCC)CCCC=C12,-3,nt,nt,0,-7,1,9,-0.1,-2,2
CCN1CCCC1CNS(=O)(=O)c1cc(Br)cc2c1N(C(=O)C1CC1)CC2 (stereo unspecified),-3,6,-11,-4,-2,0,8,-0.6,3,-3
CCN1C(=O)N[C@@H](c2cccc(F)c2)C(C(C)=O)=C1C,1,7,-6,2,-4,5,-8,0.7,5,-2
CC(C)(C)c1ccc(C(=O)c2c[nH]c(C(=O)NCc3cccs3)c2)cc1,17,2,-11,1,5,6,-5,0.2,-5,0
CSc1nc(N)n2nc(-c3ccccc3)cc2n1,0,-4,-5,0,-1,2,6,0.0,4,4
c1ccc2c(-c3[nH]ncc3CNCCCn3ncc4ccccc43)cccc2c1,-8,6,2,-3,2,-1,7,0.3,-2,1
COc1ccc(OCC(=O)Nc2cc(S(=O)(=O)N3CCCCC3)ccc2OC)cc1,1,-2,-14,-3,0,3,8,-0.1,4,0
Cn1nc(C(=O)Nc2ccccc2)c2c1-c1ccccc1S(=O)(=O)C2,-10,11,-1,2,-8,0,-1,0.2,-3,1
CC(C)CCN1C(=O)c2ccc(C(=O)Nc3ccc(O)cc3C(=O)O)cc2C1=O,-6,8,8,2,-5,1,-11,-0.6,3,1
O=C(NNC(=O)c1ccc(Cl)c(Cl)c1)c1ccncc1,2,6,-5,-3,2,-1,9,0.3,0,-4
